# High-throughput results deposited in PubChem by NCI.
# Growth percent in the NCI-60 one-dose screen (48 h, 10 µM unless noted): 100 = growth as untreated, 0 = no growth, -100 = all killed.
# SK-MEL-5 = SK-MEL-5 melanoma. 80,000 compounds, 6.4% hits. AID 1794755
# A549/ATCC = A549/ATCC NSCLC | 81,000 compounds, 3.7% hits | AID 1794740
# M14 = M14 melanoma; AID 1794745; 80,000 compounds, 6.2% hits
# LOX IMVI = LOX IMVI melanoma; 79,000 compounds, 7.4% hits; AID 1794757
# CCRF-CEM = CCRF-CEM leukemia. 77,000 compounds, 7% hits. AID 1794778
# EKVX = EKVX NSCLC | 71,000 compounds, 3% hits
# HOP-92 = HOP-92 NSCLC cells. 71,000 compounds, 6.3% hits. AID 1794738
# HOP-62 = HOP-62 NSCLC; AID 1794735; 80,000 compounds, 3.9% hits
# The depositor's hits bear a star; · = not tested or not shown; & = joins results of further samples; ! = repeats disagree. The calls were made as follows: active = growth percent below 10; inactive = the rest.
SMILES,SK-MEL-5,A549/ATCC,M14,LOX IMVI,CCRF-CEM,EKVX,HOP-92,HOP-62
O=C(Nc1ccc2ncnc(Nc3nccs3)c2c1)c1ccccc1,72,78,78,59,58,71,74,79
Cc1c(C(=O)NCCc2ccc(N3CCCC3)cc2)nn(-c2ccc(Cl)cc2Cl)c1-c1ccc(Cl)cc1,70,69,88,84,72,62,66,97
Fc1ccc2[nH]cc(-c3nc(-c4ccc5ccccc5c4)cs3)c2c1,98,85,93,96,89,88,87,90
CCn1cc(C(=O)N/N=C(\C)c2cccnc2)c(=O)c2ccc(C)nc21,89,88,103,97,92,103,88,86
CS(=O)(=O)c1ccc(-c2nn(-c3ccccc3)cc2C=O)cc1,101,103,·,91,89,91,95,96
C/C(=N/NC(N)=O)C1CC2CCC1CC2 (stereo not drawn),139,98,105,94,117,88,105,104
C=CCN(CC=C)CCN(CC=C)CC=C,101,110,97,94,102,96,·,117
CC(C)(C)NC(=O)C1CSC2(C(=O)N(Cc3ccccc3)c3ccccc32)N1C(=O)C1CCCCC1 (stereo not drawn),87,78,88,93,80,80,66,90
O=C(O)CN1C(=O)S/C(=C\C(Cl)=C\c2ccc([N+](=O)[O-])cc2)C1=O,102,101,103,98,94,105,120,103
COc1ccc(-c2ccc(NNC(=O)Nc3ccc(Cl)cc3)nn2)cc1OC,96,102,97,98,102,91,91,95
Nc1nc2[nH]cc(CCc3ccc(C(=O)N[C@@H](CCC(=O)O)c4nn[nH]n4)cc3)c2c(=O)[nH]1,103,98,103,101,110,107,116,99
c1ccc2c(NCCCN3CCOCC3)c3oc4ccccc4c3nc2c1,-90*,-62*,-32*,-39*,12,-20*,-23*,-13*

# 5 entries from above, sorted by molar mass, rising.
SMILES,SK-MEL-5,A549/ATCC,M14,LOX IMVI,CCRF-CEM,EKVX,HOP-92,HOP-62
C/C(=N/NC(N)=O)C1CC2CCC1CC2 (stereo not drawn),139,98,105,94,117,88,105,104
C=CCN(CC=C)CCN(CC=C)CC=C,101,110,97,94,102,96,·,117
CCn1cc(C(=O)N/N=C(\C)c2cccnc2)c(=O)c2ccc(C)nc21,89,88,103,97,92,103,88,86
c1ccc2c(NCCCN3CCOCC3)c3oc4ccccc4c3nc2c1,-90*,-62*,-32*,-39*,12,-20*,-23*,-13*
Nc1nc2[nH]cc(CCc3ccc(C(=O)N[C@@H](CCC(=O)O)c4nn[nH]n4)cc3)c2c(=O)[nH]1,103,98,103,101,110,107,116,99

# Remaining list, next part:
SMILES,SK-MEL-5,A549/ATCC,M14,LOX IMVI,CCRF-CEM,EKVX,HOP-92,HOP-62
COc1ccc(C2=NN(C(N)=S)C(c3ccc(Cl)cc3)C2)cc1S(=O)(=O)Nc1cccnc1 (stereo not drawn),101,110,107,112,104,104,110,136
CC1=C(C(=O)Nc2ccccc2)C(c2cccc3ccccc23)n2c(nc3ccccc32)N1 (stereo not drawn),83,28,66,54,65,67,1.8*,-62*
Cc1cc([N+](=O)[O-])c(=O)[nH]c1C,103,106,102,100,102,101,78,94
C=C(C)[C@@H]1CC[C@]2(COCCCNCCCN)CC[C@]3(C)[C@H](CC[C@@H]4[C@@]5(C)CC[C@H](OCCCN)C(C)(C)[C@@H]5CC[C@]43C)[C@@H]12,67,-67*,-83*,-94*,-38*,48,75,-59*
CCCC(=O)c1ccc(C)s1,114,98,103,100,104,97,·,102
Cc1cccc(/C=C/c2c(C(=O)/C=C/c3ccccc3)c(C)nc3ccccc23)c1,-58*,-35*,-13*,-86*,6.2*,1.0*,-1.2*,-48*
COc1ccccc1NC(=O)c1ccc(NC(=O)CCl)s1,-23*,-2.9*,-75*,-93*,-19*,60,-0.2*,42
NC(=O)Cc1ccc(O)cc1,102,90,104,91,110,·,102,99
COc1c(/C=N/N=c2sc(C(=O)c3cc4ccccc4o3)nn2-c2ccc(C)cc2)c(O)cc2oc(C)cc(=O)c12,99,105,110,96,105,99,109,98
Cc1c(Cl)cc(C(C)C)c(O)c1CN1CCOCC1,104,88,116,98,108,110,99,98
S=C(NCc1ccccc1)NCc1ccccc1,98,86,101,96,96,102,99,94
O=C(O)c1ccc(-n2cc(/C=N/Nc3ccccc3)c(-c3ccc(F)cc3F)n2)cc1,58,60,42,18,27,55,84,40
CC(Oc1c(Cl)cc(Cl)cc1Cl)C(=O)O (stereo not drawn),94,94,101,90,103,102,88,96
CCC(N)(C(=O)O)C1CCCC1 (stereo not drawn),102,86,105,92,86,·,81,101
Nc1c(C(=O)Nc2ccncc2)sc2nc3c(cc12)C(=O)CCC3,90,91,111,103,94,89,102,88
Cc1cc(=O)[nH]n1-c1cc(Cl)ccc1N,112,105,100,95,·,117,114,103
CCOc1ccc2c(c1)CC[C@@H]1[C@@H]2CC[C@]2(C)[C@@H](O)[C@@H](O)C[C@@H]12,97,80,108,102,88,·,122,114
Fc1ccc(Cc2cnc(Nc3ccc(F)cc3)s2)cc1,96,84,102,91,91,88,86,102
NS(=O)(=O)c1ccc(NC(=O)CSc2ccc(-c3ccccc3)nn2)c(Br)c1,86,70,99,43,90,70,-20*,17
COc1cc(/C=N/n2c(COc3ccccc3)nc3ccccc3c2=O)ccc1O,99,108,98,98,93,96,105,98
Brc1cn2ccnc2c(-c2ccco2)n1,105,98,113,104,105,·,106,87
C=C(C)COC(=O)c1cccc(C(=O)OCC2(C)CO2)c1 (stereo not drawn),111,103,105,105,·,·,·,116
O=[N+]([O-])C(CO)(CO)c1ccccc1,102,112,98,106,99,100,88,99
COc1ccc(CCNc2nc(SC)nc(-c3cccc(N)c3)c2C#N)cc1OC,49,93,94,89,89,71,77,96
COc1ccc2[nH]c(O)c(N=NC(=O)COc3ccc(NC(=O)Nc4ccc(Cl)cc4)cc3)c2c1,32,29,-27*,-60*,8.8*,85,-33*,-41*
CC(O)C#CC(C)O (stereo not drawn),102,108,110,100,94,·,·,99
CCN(CC)CCNC(=O)n1cc(-c2ccncc2)c(-c2ccc(Cl)c(OC)c2)n1,94,77,79,92,98,62,·,67
CCC(C)NC(=O)c1ccccc1C (stereo not drawn),91,100,95,96,103,91,85,92
CCCCCCOc1ccc(/C=N/NC(N)=S)cc1,54,88,45,56,7.0*,·,·,100
CCN(CC)C(=O)COc1ccc(Cl)cc1C,95,88,97,106,99,89,81,97
CSc1nc2ncc(C(N)=O)c(=O)n2[nH]1,103,101,99,102,100,95,102,100
O=[N+]([O-])/C=C/c1cccs1,101,103,103,97,99,103,·,101
CCOc1ccc(NC(N)=O)cc1,107,101,·,99,102,107,113,107
O=C(CCl)NC(Cc1ccccc1)C(=O)OCC(=O)c1ccc(-c2ccccc2)cc1 (stereo not drawn),91,97,105,69,63,92,39,107
CCC(CO)NC(=O)/C=C/c1cccc(Br)c1 (stereo not drawn),105,·,117,93,·,·,96,100
COc1cccc(OC)c1-c1nnn(C)c1C(=S)N1CCN(c2ccc(C#N)cc2Cl)CC1,97,98,93,·,104,84,78,97
COc1ccc(/C=C(/C(=O)c2ccc(Cl)cc2)C(=O)C(F)(F)F)cc1OC,97,96,105,67,66,98,81,93
CSc1nc2c(c(=O)n1C)CN(Cc1ccccc1)C(C)=N2,99,68,112,95,88,114,87,119
CN(C)CCCNC(=O)c1cncnc1Nc1ccc2c(ccn2Cc2ccccn2)c1,99,89,96,99,110,97,103,98
Cc1ccn2c(NC(C)(C)CC(C)(C)C)c(-c3ccc(-c4ccccc4)cc3)nc2c1,88,82,99,100,77,74,73,97
Oc1c(Br)cc(Br)c2ccc(Cn3cc(-c4cc(F)cc(F)c4)nn3)nc12,100,97,107,95,98,101,95,89
CC1(C)CC(O)(Cc2ccccc2)C(C)(O)c2ccccc21 (stereo not drawn),·,89,88,95,99,110,91,88
O=C1CCCCC=C1C[N+](=O)[O-],72,121,91,81,54,103,90,107
COc1ccc(C(=O)/C=C/c2cccnc2)cc1S(N)(=O)=O,·,43,66,-15*,5.5*,63,56,27
N#CCC(C(=O)c1cccnc1)c1ccccc1 (stereo not drawn),99,105,110,97,106,101,·,95
C=C(C)[C@@H]1CC[C@]2(CO)CC[C@]3(C)[C@H](CC[C@@H]4[C@@]5(C)Cc6c([nH]c7ccccc67)C(C)(C)[C@@H]5CC[C@]43C)[C@@H]12,105,76,106,91,83,92,127,98
CCOC(=O)c1sc2nc(-c3cc(OC)c(OC)c(OC)c3)nc(N3CCOCC3)c2c1C,2.9*,29,38,45,17,39,-15*,77
CC(C)(C)CC(C)(C)NC(=O)Nc1ncccc1OCc1ccc(F)cc1,70,78,84,82,83,79,54,83

# Compound profiles, from the list above. Values in the order: SK-MEL-5, A549/ATCC, M14, LOX IMVI, CCRF-CEM, EKVX, HOP-92, HOP-62
# Profile of CSc1nc2c(c(=O)n1C)CN(Cc1ccccc1)C(C)=N2 : 99, 68, 112, 95, 88, 114, 87, 119
# Profile of O=C1CCCCC=C1C[N+](=O)[O-] : 72, 121, 91, 81, 54, 103, 90, 107
# Profile of N#CCC(C(=O)c1cccnc1)c1ccccc1 (stereo not drawn) : 99, 105, 110, 97, 106, 101, ·, 95
# Profile of CC1(C)CC(O)(Cc2ccccc2)C(C)(O)c2ccccc21 (stereo not drawn) : ·, 89, 88, 95, 99, 110, 91, 88

# The list continues.
SMILES,SK-MEL-5,A549/ATCC,M14,LOX IMVI,CCRF-CEM,EKVX,HOP-92,HOP-62
Cn1cc(-c2nc(-c3c[nH]c4ncccc34)cs2)c2cc(F)ccc21,51,36,21,·,26,14,13,65
Cc1cc([N+](=O)[O-])c(Cl)cc1N,102,97,97,94,119,101,92,94
O=C1CSC(=Nc2cc(Cl)cc(Cl)c2)N1,97,100,104,95,100,93,101,96
CCN1CCN(C(=O)[C@]23CCC(C)(C)C[C@H]2C2=CC[C@@H]4[C@@]5(C)Cc6c([nH]c7ccccc67)C(C)(C)[C@@H]5CC[C@@]4(C)[C@]2(C)CC3)CC1,97,60,84,76,80,90,·,110
COC(=O)COc1ccc(/C=C2/NC(=O)N(c3ccccc3)C2=O)cc1,102,98,111,94,90,86,85,97
N#CCNC(=O)c1ccccc1,105,95,103,96,109,104,92,85
Nc1ccc2ccc(O)cc2c1,99,106,112,95,·,97,78,105
O=C(CCc1nnc(C(c2ccccc2)c2ccccc2)o1)c1nc2ccccc2[nH]1,93,89,101,88,84,81,61,95
C=C(C)[C@@H]1CC[C@]2(C)[C@H](CC=C3[C@@H]4CC(C)(C)CC[C@]4(C=O)CC[C@]32C)[C@@]1(C)CCCN,83,78,64,·,53,95,62,89
O=C(O)c1ccc(Br)cc1C(=O)O,108,105,102,100,101,101,·,106
CC(C)(C)NC[C@H](O)COc1ccccc1C1CCCC1,79,86,87,80,86,87,·,100
COc1ccc(-c2nc(SCC(=O)c3ccc(Br)cc3)[nH]c(=O)c2C#N)cc1,110,100,98,102,·,107,86,101
CC(C)(C)CC(C)(C)c1ccc(OCCOCCSC(=N)N)cc1,-70*,69,-68*,-81*,0.0*,·,37,96
Oc1c(I)cc(I)cc1CNCCN(Cc1ccccn1)Cc1ccccn1,-97*,-33*,-33*,-64*,-10*,-10*,-62*,-65*
COC(=O)c1ccc2c(c1)NC(c1cc3ccccc3[nH]c1=O)c1c(n[nH]c1C(C)(C)C)N2 (stereo not drawn),108,107,106,107,99,107,·,99
CCCC(O)Cn1ncc(C(=O)OCC)c1NC(=O)NCc1cccc(C(F)(F)F)c1 (stereo not drawn),94,95,58,88,5.4*,91,59,88
Cc1cc(Cl)c2c(c1C)C(=O)N(c1ccccc1)C2C(=O)Nc1ccccc1 (stereo not drawn),93,95,97,94,98,98,91,92
CCOC(=O)Cc1cnn(C)c1NC(=O)c1cc(C)ccc1NC(C)=O,99,97,103,93,123,88,104,98
O=c1cc(Cn2cc(CSc3nc4cc(Cl)ccc4o3)nn2)c2ccccc2o1,99,102,114,95,94,112,119,108
CCCCNC(=S)Nc1ccc(OCc2nc3ccc(Cl)cc3[nH]2)cc1,42,53,39,-30*,8.0*,29,-0.2*,50
NC(=O)n1nc(N)c(N=Nc2ccc(S(=O)(=O)N=C(N)N)cc2)c1N,99,102,102,99,107,97,94,111
CC(CC=C(c1ccccc1)c1ccccc1)C1CCC2C3CCC4CC5CCC4(C)C3(O5)C(=O)CC12C (stereo not drawn),110,102,100,117,·,·,·,104
N#CCCCN1C(=O)c2ccccc2C1=O,107,95,·,100,113,95,116,95
O=S(=O)(Nc1ccsc1-c1nc(-c2ccccc2)no1)c1cc(Cl)cc(Cl)c1,93,90,92,97,101,96,84,76
O=C1[C@H]2Cc3c([nH]c4ccccc34)[C@H](c3ccc(Cl)cc3)N2C(=O)CN1C1CCN(CC2CCCCC2)CC1,38,64,-56*,-79*,39,82,70,80
C/C(=N/O)c1ccc(NC(=O)CSc2nnc(-c3ccc(-c4nc5ccc(Cl)cc5[nH]4)cc3)o2)cc1,-60*,-13*,-63*,-100*,35,13,-53*,-82*
C#CC(CCC)NCCCC (stereo not drawn),100,103,104,93,112,101,134,112
Nc1ccc2cc(Br)c3ccccc3c2c1,75,63,78,·,38,31,75,81
CN(C)CCC(CCN(C)C)(C(=O)O)c1ccccc1,102,99,99,106,100,107,85,94
CC1(C)N=C(N)N=C(N)N1c1ccc(S(N)(=O)=O)cc1,102,96,99,98,102,100,91,95
Nc1cc2c(c(O)c1O)C(=O)c1ccccc1C2=O,103,87,101,89,102,42,88,78
N#CC(C#N)=C/C=C/c1cccc([N+](=O)[O-])c1,-11*,10&34,-75*,-79*,1.1*,2.6*!,23,-24*
